Screens deposited in PubChem by Broad Institute.
INS-1E ATP HTS: INS-1E beta cell protection from cytokine death. INS-1E cytokine-induced death, ATP luminescence, 48 h; normalised: neutral wells 0, positive control 100. protection from cytokine-induced ATP loss, % at 10 µM. actives 0.1% (n = 20,000);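 active = mean replicate protection from cytokine-induced ATP loss at least 50% and at least 75% of replicates each reaching 50%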
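Assay system: INS-1E rat insulinoma cells. Amount: 8000 cells per well. Medium: phenol-red-free RPMI with 5% fetal bovine serum. Reagent: IL-1β, TNF-α and IFN-γ cytokine mix. Doses: one compound concentration, pin transfer. Schedule: 48 h co-treatment, 10 min post-lysis read. Detection: CellTiter-Glo luminescence measuring cellular ATP.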
T cruzi intra: blocks T. cruzi growth inside host cells | activity score (inhibition), % at 5.01 µM | actives 4.9% (n = 22,000) | intracellular Trypanosoma cruzi in host cells, plate reader; in the data active = activity score above about 55%;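 also: parasites and compound incubated about four days before reading; 0% = median of neutral control wells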
The depositor's hits bear a star; . = not tested or not shown. These rows are one share of the data, so the mix of outcomes need not match the whole.

SMILES | INS-1E ATP HTS | T cruzi intra
CC(C)(C)OC(=O)NC/C=N/NC(=O)CCCCCCC(=O)O | 11 | -17
C[C@@H]1CN([C@@H](C)CO)C(=O)c2cc(NC(=O)Nc3ccc(F)cc3)ccc2O[C@H]1CN(C)CC1CCCCC1 | 5 | 14
C[C@H]1CN([C@@H](C)CO)C(=O)Cc2cc(NS(C)(=O)=O)ccc2O[C@@H]1CN(C)S(=O)(=O)c1ccc(Cl)cc1 | 2 | 2
C[C@H](CO)N1C[C@H](C)[C@H](CN(C)Cc2ccc(C(F)(F)F)cc2)Oc2c(NC(=O)NC3CCCCC3)cccc2C1=O | -29 | -28
C[C@H](CO)N1C[C@H](C)[C@H](CN(C)C(=O)Nc2ccc(F)cc2)Oc2c(cccc2N(C)C)C1=O | 8 | -1
C[C@@H]1CN([C@@H](C)CO)C(=O)CCCn2cc(nn2)CO[C@@H]1CN(C)C(=O)Nc1cccc(F)c1 | . | -41
C[C@@H]1CCCCO[C@H](CN(C)S(=O)(=O)c2ccccc2)[C@@H](C)CN([C@H](C)CO)C(=O)c2cc(NC(=O)Nc3ccc4c(c3)OCO4)ccc2O1 | 9 | 2
Cc1noc(C)c1NC(=O)Nc1ccc2c(c1)C(=O)N([C@@H](C)CO)C[C@H](C)[C@@H](CN(C)Cc1ccncc1)O2 | . | -4
C[C@@H]1CCCCO[C@@H](CN(C)C(=O)CCCN(C)C)[C@@H](C)CN([C@H](C)CO)C(=O)c2cc(NC(=O)Nc3cccc4ccccc34)ccc2O1 | 3 | 2
C[C@H]1CN([C@@H](C)CO)C(=O)c2cc(NC(=O)Nc3ccc4c(c3)OCO4)ccc2O[C@H]1CN(C)S(=O)(=O)c1ccccc1 | -42 | -17
CC(C)NC(=O)Nc1ccc2c(c1)C(=O)N([C@H](C)CO)C[C@@H](C)[C@@H](CN(C)S(=O)(=O)c1ccc(Cl)cc1)O2 | -2 | 13
COc1ccc(NC(=O)Nc2ccc3c(c2)C(=O)N([C@H](C)CO)C[C@H](C)[C@@H](CN(C)S(=O)(=O)c2c(C)noc2C)OCCCC[C@@H](C)O3)cc1 | -6 | -1
C[C@@H]1CCCCO[C@@H](CN(C)C(=O)NC2CCCCC2)[C@@H](C)CN([C@H](C)CO)C(=O)c2cc(NC(=O)Nc3ccc(C(F)(F)F)cc3)ccc2O1 | -1 | 72*
C[C@@H]1CN([C@@H](C)CO)C(=O)Cc2cc(NC(=O)Cc3ccccc3)ccc2O[C@@H]1CN(C)CC1CC1 | 0 | -23
C[C@H]1CN([C@@H](C)CO)C(=O)Cc2cc(NC(=O)NC3CCCCC3)ccc2O[C@@H]1CN(C)C(=O)Nc1ccc(C(F)(F)F)cc1 | 0 | -11
C[C@H](CO)N1C[C@H](C)[C@H](CN(C)C(=O)Nc2ccc(F)cc2)Oc2ccc(NC(=O)Nc3ccc(C(F)(F)F)cc3)cc2C1=O | -35 | 1
C[C@@H]1CCCCO[C@@H](CN(C)S(=O)(=O)c2cn(C)cn2)[C@@H](C)CN([C@H](C)CO)C(=O)c2cc(NC(=O)NC3CCCCC3)ccc2O1 | 2 | -11
C[C@@H]1CCCCO[C@H](CN(C)C(=O)Nc2ccc(C(F)(F)F)cc2)[C@@H](C)CN([C@H](C)CO)C(=O)c2cc(NC(=O)c3ccncc3)ccc2O1 | -10 | 8
C[C@@H]1CCCCO[C@H](CN(C)C(=O)NC2CCCCC2)[C@@H](C)CN([C@H](C)CO)C(=O)c2cc(NC(=O)Nc3ccc4c(c3)OCO4)ccc2O1 | 8 | -9
CC(C)NC(=O)Nc1ccc2c(c1)CC(=O)N([C@@H](C)CO)C[C@@H](C)[C@@H](CN(C)Cc1ccccc1)O2 | -2 | 8
Cc1noc(C)c1S(=O)(=O)Nc1ccc2c(c1)C(=O)N([C@H](C)CO)C[C@H](C)[C@H](CN(C)Cc1ccc3c(c1)OCO3)O2 | -11 | 58*
C[C@@H]1CCCCO[C@H](CN(C)Cc2ccc3c(c2)OCO3)[C@@H](C)CN([C@H](C)CO)C(=O)c2cc(NC(=O)CCCN(C)C)ccc2O1 | -8 | -15
C[C@H]1CN([C@@H](C)CO)C(=O)CCCn2cc(nn2)CO[C@H]1CN(C)S(=O)(=O)c1ccc(C#N)cc1 | . | -16
COc1ccc(S(=O)(=O)N(C)C[C@@H]2Oc3ccc(NC(=O)Nc4ccccc4)cc3CC(=O)N([C@H](C)CO)C[C@H]2C)cc1 | 7 | -15
C[C@@H]1CN([C@@H](C)CO)C(=O)Cc2cc(NC(=O)Cc3ccccc3)ccc2O[C@@H]1CN(C)Cc1ccc(C(=O)Nc2ccccc2N)cc1 | -14 | 77*
C[C@@H]1CN([C@H](C)CO)C(=O)c2cc(NC(=O)c3ccncc3)ccc2O[C@H]1CN(C)Cc1ccc(C(=O)Nc2ccccc2N)cc1 | -11 | -14
Cc1noc(C)c1NC(=O)N(C)C[C@H]1OCCCC[C@@H](C)Oc2ccc(NC(=O)Nc3ccc4c(c3)OCO4)cc2C(=O)N([C@H](C)CO)C[C@@H]1C | 6 | -15
CC(C)NC(=O)Nc1ccc2c(c1)C(=O)N([C@@H](C)CO)C[C@H](C)[C@@H](CN(C)C(=O)Nc1ccc(F)cc1)O2 | 2 | -16
C[C@@H]1CN([C@@H](C)CO)C(=O)Cc2cc(NC(=O)Nc3cccc4ccccc34)ccc2O[C@@H]1CN(C)S(=O)(=O)c1ccc(F)cc1 | 0 | 25
C[C@H](CO)N1C[C@H](C)[C@@H](CN(C)C(=O)Nc2ccc3c(c2)OCO3)Oc2c(NC(=O)C3CC3)cccc2C1=O | 14 | -9
C[C@@H]1CN([C@@H](C)CO)C(=O)c2cc(NS(=O)(=O)c3ccccc3)ccc2O[C@H]1CN(C)Cc1ccccc1 | -5 | 2
C[C@@H]1CN([C@@H](C)CO)C(=O)Cc2cc(NC(=O)Nc3ccc4c(c3)OCO4)ccc2O[C@@H]1CN(C)Cc1ccc(C(=O)O)cc1 | 3 | -17
C[C@@H]1CN([C@@H](C)CO)C(=O)Cc2cc(NC(=O)C3CC3)ccc2O[C@@H]1CN(C)S(=O)(=O)c1ccc(F)cc1 | 6 | -24
CC(C)NC(=O)N(C)C[C@H]1Oc2ccc(NC(=O)CCN3CCOCC3)cc2CC(=O)N([C@@H](C)CO)C[C@@H]1C | 9 | 7
Cc1noc(C)c1S(=O)(=O)N(C)C[C@H]1Oc2ccc(NS(=O)(=O)c3cn(C)cn3)cc2CC(=O)N([C@@H](C)CO)C[C@H]1C | -5 | -18
C[C@H](CO)N1C[C@H](C)[C@@H](CN(C)S(=O)(=O)c2ccccc2)Oc2c(NS(C)(=O)=O)cccc2C1=O | 1 | -20
C[C@H](CO)N1C[C@H](C)[C@@H](CN(C)C)OCc2cn(nn2)CCCC1=O | 11 | -28
Cc1ccc(S(=O)(=O)N(C)C[C@@H]2Oc3ccc(NC(=O)Cc4cn(C)c5ccccc45)cc3C(=O)N([C@@H](C)CO)C[C@H]2C)cc1 | -4 | 23
Cc1noc(C)c1NC(=O)Nc1ccc2c(c1)CC(=O)N([C@@H](C)CO)C[C@@H](C)[C@@H](CN(C)C)O2 | 4 | -12
COc1ccc(NC(=O)Nc2ccc3c(c2)CC(=O)N([C@@H](C)CO)C[C@@H](C)[C@@H](CN(C)C(=O)Nc2c(C)noc2C)O3)cc1 | 8 | -6
C[C@@H]1CCCCO[C@H](CN(C)C(=O)Nc2cccc3ccccc23)[C@@H](C)CN([C@H](C)CO)C(=O)c2cc(NC(=O)c3ccccc3)ccc2O1 | 1 | 24
Cc1ccc(S(=O)(=O)N(C)C[C@H]2Oc3ccc(NC(=O)CCC(F)(F)F)cc3C(=O)N([C@@H](C)CO)C[C@H]2C)cc1 | -4 | 20
COc1cccc(S(=O)(=O)N(C)C[C@H]2OCc3cn(nn3)CCCC(=O)N([C@@H](C)CO)C[C@H]2C)c1 | . | 3
C[C@@H]1CCCCO[C@@H](CN(C)Cc2ccccc2)[C@@H](C)CN([C@H](C)CO)C(=O)c2cc(NC(=O)CCCCCC(=O)Nc3ccccc3N)ccc2O1 | 1 | -7
C[C@@H]1CN([C@@H](C)CO)C(=O)c2cc(NC(=O)Nc3ccc4c(c3)OCO4)ccc2O[C@@H]1CN(C)CC1CCCCC1 | . | 12
COc1ccc(S(=O)(=O)Nc2cccc3c2O[C@H](CN(C)S(=O)(=O)c2ccccc2)[C@H](C)CN([C@H](C)CO)C3=O)cc1 | 1 | -14
C[C@@H]1CN([C@@H](C)CO)C(=O)CCCn2nncc2CO[C@@H]1CN(C)C(=O)Nc1ccc(N2CCN(C)CC2)cc1 | . | -3
Cc1noc(C)c1NC(=O)N(C)C[C@@H]1Oc2c(NS(=O)(=O)c3ccc(F)cc3)cccc2C(=O)N([C@@H](C)CO)C[C@H]1C | 6 | -21
C[C@@H]1CN([C@H](C)CO)C(=O)Cc2cc(NS(=O)(=O)c3ccc(Cl)cc3)ccc2O[C@H]1CN(C)C(=O)Nc1ccc2c(c1)OCO2 | -2 | -10
COc1ccc(S(=O)(=O)Nc2ccc3c(c2)CC(=O)N([C@H](C)CO)C[C@H](C)[C@H](CN(C)Cc2ccc(C(F)(F)F)cc2)O3)cc1 | -40 | 49
C[C@H]1CN([C@@H](C)CO)C(=O)Cc2cc(NS(=O)(=O)c3cccs3)ccc2O[C@@H]1CN(C)Cc1ccccc1 | -1 | 10
Cc1noc(C)c1NC(=O)N(C)C[C@H]1OCCCC[C@@H](C)Oc2ccc(NC(=O)Nc3cccc4ccccc34)cc2C(=O)N([C@H](C)CO)C[C@@H]1C | -3 | -7
CNC[C@@H]1Oc2ccc(NC(=O)Nc3cccc4ccccc34)cc2CC(=O)N([C@H](C)CO)C[C@@H]1C | 11 | -25
Cc1ccc(S(=O)(=O)Nc2ccc3c(c2)C(=O)N([C@H](C)CO)C[C@@H](C)[C@@H](CN(C)S(C)(=O)=O)O3)cc1 | -1 | -11
COc1ccc(NC(=O)N(C)C[C@@H]2Oc3ccc(NS(=O)(=O)c4cccs4)cc3C(=O)N([C@@H](C)CO)C[C@@H]2C)cc1 | -23 | -17
C[C@H]1CN([C@@H](C)CO)C(=O)c2cc(NC(=O)Cc3ccccc3)ccc2O[C@@H]1CN(C)CC1CCCCC1 | 1 | -3
C[C@@H]1CN([C@H](C)CO)C(=O)c2cccc(NC(=O)c3cnccn3)c2O[C@@H]1CN(C)CC1CCCCC1 | -18 | -2
C[C@H]1CN([C@@H](C)CO)C(=O)Cc2cc(NC(=O)Nc3ccc(C(F)(F)F)cc3)ccc2O[C@H]1CN(C)Cc1ccc(C(=O)O)cc1 | 5 | -28
C[C@H]1CN([C@@H](C)CO)C(=O)c2cc(NC(=O)Nc3cccc4ccccc34)ccc2O[C@H]1CN(C)S(=O)(=O)c1cn(C)cn1 | 3 | -11
C[C@H](CO)N1C[C@H](C)[C@@H](CN(C)C(=O)Nc2ccc3c(c2)OCO3)Oc2ccc(NC(=O)Nc3ccc4c(c3)OCO4)cc2C1=O | 3 | -1

Part of the list above in order of length of the SMILES, ascending:
SMILES | INS-1E ATP HTS | T cruzi intra
CNC[C@@H]1Oc2ccc(NC(=O)Nc3cccc4ccccc34)cc2CC(=O)N([C@H](C)CO)C[C@@H]1C | 11 | -25
C[C@@H]1CN([C@H](C)CO)C(=O)c2cccc(NC(=O)c3cnccn3)c2O[C@@H]1CN(C)CC1CCCCC1 | -18 | -2
C[C@H]1CN([C@@H](C)CO)C(=O)c2cc(NC(=O)Cc3ccccc3)ccc2O[C@@H]1CN(C)CC1CCCCC1 | 1 | -3
C[C@H]1CN([C@@H](C)CO)C(=O)Cc2cc(NS(=O)(=O)c3cccs3)ccc2O[C@@H]1CN(C)Cc1ccccc1 | -1 | 10
C[C@@H]1CN([C@@H](C)CO)C(=O)CCCn2nncc2CO[C@@H]1CN(C)C(=O)Nc1ccc(N2CCN(C)CC2)cc1 | . | -3
Cc1ccc(S(=O)(=O)Nc2ccc3c(c2)C(=O)N([C@H](C)CO)C[C@@H](C)[C@@H](CN(C)S(C)(=O)=O)O3)cc1 | -1 | -11
COc1ccc(NC(=O)N(C)C[C@@H]2Oc3ccc(NS(=O)(=O)c4cccs4)cc3C(=O)N([C@@H](C)CO)C[C@@H]2C)cc1 | -23 | -17
Cc1noc(C)c1NC(=O)N(C)C[C@@H]1Oc2c(NS(=O)(=O)c3ccc(F)cc3)cccc2C(=O)N([C@@H](C)CO)C[C@H]1C | 6 | -21
C[C@H]1CN([C@@H](C)CO)C(=O)c2cc(NC(=O)Nc3cccc4ccccc34)ccc2O[C@H]1CN(C)S(=O)(=O)c1cn(C)cn1 | 3 | -11
C[C@H](CO)N1C[C@H](C)[C@@H](CN(C)C(=O)Nc2ccc3c(c2)OCO3)Oc2ccc(NC(=O)Nc3ccc4c(c3)OCO4)cc2C1=O | 3 | -1
COc1ccc(S(=O)(=O)Nc2ccc3c(c2)CC(=O)N([C@H](C)CO)C[C@H](C)[C@H](CN(C)Cc2ccc(C(F)(F)F)cc2)O3)cc1 | -40 | 49

More results follow:
SMILES | INS-1E ATP HTS | T cruzi intra
CC(C)NC(=O)Nc1ccc2c(c1)CC(=O)N([C@@H](C)CO)C[C@H](C)[C@H](CN(C)C(=O)Nc1cccc3ccccc13)O2 | 4 | -17
C[C@@H]1CN([C@@H](C)CO)C(=O)Cc2cc(NC(=O)CCC(F)(F)F)ccc2O[C@@H]1CN(C)S(C)(=O)=O | -1 | -6
C[C@@H]1CN([C@H](C)CO)C(=O)c2cccc(NC(=O)c3ccc(-c4nccs4)cc3)c2O[C@H]1CN(C)Cc1ccncc1 | 0 | 17
Cc1ccc(OC(=O)N(C)C[C@@H]2OCc3cn(nn3)CCCC(=O)N([C@@H](C)CO)C[C@H]2C)cc1 | . | 3
